# APP transl inh = APP translation inhibition; inhibition, % at 2 µM; SH-SY5Y APP 5'UTR-luciferase reporter, luminescence; 0.82% of 190,000 active;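 active = inhibition above a set limit, derived from the sample mean plus 3 SD, cut at about 45% in these data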; also: values of inactives mirror those of a sister screen read the other way
# Diaph act CS = counter-screen for diaphorase-based assays: diaphorase activators and chemical reducers | activation factor at 20 µM | Diaphorase/resazurin coupled assay, resorufin fluorescence, 16 min; stronger effect = higher value; 1 = vehicle wells, 0 = NADH-free wells | AID 1229 | 0.005% of 190,000 active;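 active = diaphorase activity raised at least twofold by the compound at 20 µM; inactive = activation factor below 2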
#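 Test system: Clostridium kluyveri diaphorase, purified enzyme. Buffer or medium: 50 mM HEPES pH 7.4 buffer plus MgCl2 and Tween 20. Also added: 0.114 mM NADH and 0.1 mM resazurin, final amounts. Dosing: compound 20 µM once, DMSO 1%. Schedule: 16 min enzyme reaction, ambient temperature. Detection: fluorescence of resorufin, 544 nm excitation, 590 nm emission.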
# TLR4 MyD88 comp = blocks binding of human TLR4 to MyD88; O00206+Q99836; HeLa CL3-4 TLR4/MyD88 BLA complementation, FRET ratio; inhibition, % at 8.4 µM; 0.18% of 200,000 active; AID 861; in the data active = inhibition above about 25%;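 also: 0% = vehicle and 100% = reference inhibitor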
# Target sequence (O00206 whole entry, looked up): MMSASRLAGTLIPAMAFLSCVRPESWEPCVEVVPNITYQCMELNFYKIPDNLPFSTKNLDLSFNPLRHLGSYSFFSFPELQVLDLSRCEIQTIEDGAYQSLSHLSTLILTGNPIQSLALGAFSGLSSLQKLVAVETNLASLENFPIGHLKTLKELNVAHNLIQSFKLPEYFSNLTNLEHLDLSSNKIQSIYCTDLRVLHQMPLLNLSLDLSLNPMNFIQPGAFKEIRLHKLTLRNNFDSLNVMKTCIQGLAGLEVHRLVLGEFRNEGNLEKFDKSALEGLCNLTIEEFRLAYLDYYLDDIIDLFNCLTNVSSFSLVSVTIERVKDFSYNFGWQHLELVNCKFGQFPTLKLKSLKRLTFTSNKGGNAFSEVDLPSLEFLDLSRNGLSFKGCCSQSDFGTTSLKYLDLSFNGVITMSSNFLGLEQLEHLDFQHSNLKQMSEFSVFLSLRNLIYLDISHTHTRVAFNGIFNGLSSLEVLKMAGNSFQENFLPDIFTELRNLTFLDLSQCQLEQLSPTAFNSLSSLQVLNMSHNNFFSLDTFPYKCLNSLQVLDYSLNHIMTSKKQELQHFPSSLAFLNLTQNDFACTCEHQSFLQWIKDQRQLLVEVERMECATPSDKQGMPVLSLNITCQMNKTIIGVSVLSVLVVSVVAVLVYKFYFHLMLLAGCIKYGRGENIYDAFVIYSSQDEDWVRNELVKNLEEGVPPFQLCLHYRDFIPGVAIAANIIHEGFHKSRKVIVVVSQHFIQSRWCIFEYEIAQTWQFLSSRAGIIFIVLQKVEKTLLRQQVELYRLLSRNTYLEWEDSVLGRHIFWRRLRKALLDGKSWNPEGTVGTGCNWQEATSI
# Target sequence (Q99836 whole entry, looked up): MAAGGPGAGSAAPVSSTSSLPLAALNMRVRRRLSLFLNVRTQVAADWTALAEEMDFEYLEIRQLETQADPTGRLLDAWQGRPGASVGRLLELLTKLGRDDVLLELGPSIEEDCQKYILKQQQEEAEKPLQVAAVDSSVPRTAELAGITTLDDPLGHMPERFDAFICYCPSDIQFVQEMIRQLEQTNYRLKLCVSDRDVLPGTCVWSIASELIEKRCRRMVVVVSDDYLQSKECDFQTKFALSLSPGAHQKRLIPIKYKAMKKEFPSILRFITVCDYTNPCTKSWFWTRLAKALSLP
# Hsp70 activator = transcriptional activators of Hsp70; AID 1203; HeLa Hsp70 promoter luciferase reporter, luminescence; scaled: vehicle 0, proteasome-inhibitor control 100%; 0.04% of 200,000 active; activation, % at 10 µM;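 active = activation above the mean across all tested compounds plus 3 SD, cutoff set per campaign, cut at about 5.5% in these data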;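 also: 100% = MG132 at 30 µM as the positive control and 0% = DMSO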
# STAT3 activator = activators of IL-6 induced STAT3 signaling; U3A cells, IL-6 STAT3-luciferase reporter, luminescence; 100% = signal with IL-6 EC80 alone; 0.91% of 190,000 active; activation (% of control), % at 5.6 µM;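 active = activation above the screen-wide mean of compound activation plus 3 SD, cut at about 130% in these data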;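 also: 0% = background luminescence of wells with medium and substrate only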
#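 Detection: reporter luminescence signal / Assay system: STAT1-lacking human U3A cells, STAT3 luciferase reporter / Incubation: compound pre-incubation 1 h before IL-6, then 6 h stimulation at 37 °C / Control set: IL-6-only high control / Read-out: % activation relative to IL-6 control / Probe or stimulus: Interleukin-6, 33 ng/mL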
# STAT1 act = increases IFN-gamma driven STAT1 reporter signal; NIH 3T3 STAT1-luciferase reporter, luminescence; 100% = IFN-gamma alone, no compound; activation (% of control), % at 5.5 µM; 2.6% of 200,000 active;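 active = activation above the screen-wide mean activation plus 3 SD, cut at about 130% in these data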;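 also: raw ratio to IFN-gamma control signal so 100% means no change and 0% no light; values of inactives mirror those of a sister screen read the other way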
# STAT1 inh = reduces IFN-gamma driven STAT1 reporter signal; 0.35% of 200,000 active; NIH 3T3 STAT1-luciferase reporter, luminescence; inhibition, % at 5.5 µM;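 active = inhibition above a set limit, the mean inhibition across all tested compounds plus 3 SD, cut at about 34% in these data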;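 also: 0% = IFN-gamma with DMSO and 100% = IFN-gamma with 300 µM nifuroxazide; values of inactives mirror those of a sister screen read the other way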
# Diaph inh CS = inhibits diaphorase or chemically oxidizes, flagging diaphorase assay artifacts; diaphorase resazurin-to-resorufin fluorescence, NADH, 16 min; bacterial (C. kluyveri) enzyme, not human; inhibition, % at 20 µM; 0.69% of 190,000 active; AID 1217;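 active = primary screen inhibition at 20 µM above a set limit, cut at about 50% in these data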;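 also: plate controls were DMSO with full reaction for no effect and wells lacking NADH for full effect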
#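 Test system: Clostridium kluyveri diaphorase enzyme / Quantity: diaphorase at 0.14 U/mL in enzyme working solution / Incubation: 16-min room-temperature incubation before reading / Benchmarks: NADH-free wells as positive control, DMSO-only neutral wells / Signal: resorufin fluorescence 544/590 nm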
# G6PDH counter = counter-screen for G6PDH assay hits: L. mesenteroides G6PDH inhibition | Purified L. mesenteroides G6PDH, diaphorase/resazurin coupled fluorescence, 45 min | inhibition, % at 5 µM | 0.12% of 200,000 active | AID 1020; in the data active = inhibition above about 50%
# STAT3 inh = inhibitors of IL-6 induced STAT3 signaling | AID 862 | U3A cells, IL-6 STAT3-luciferase reporter, luminescence; host cell line lacks STAT1 | inhibition, % at 5.5 µM | 0.89% of 190,000 active;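 active = inhibition above the mean inhibition across all screened compounds plus 3 SD, cut at about 44% in these data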;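 also: 0% = DMSO only wells and 100% = 100 µM nifuroxazide control wells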
# * marks the source's active call; other numbers are inactive results; · = no result given.
SMILES,APP transl inh,Diaph act CS,TLR4 MyD88 comp,Hsp70 activator,STAT3 activator,STAT1 act,STAT1 inh,Diaph inh CS,G6PDH counter,STAT3 inh
Cc1nc2ncccn2c1-c1csc(NCc2ccco2)n1,-6,1,3,0.1,82,84,19,1,0,24
NNC(=O)c1cc(-c2ccco2)[nH]n1,18,1,6,-0.2,102,107,-8,3,2,5
CCN(C(=O)COC(=O)CNC(=O)C12CC3CC(CC(C3)C1)C2)C1CCS(=O)(=O)C1 (centres undefined),-18,1,-3,-0.2,91,107,-8,-4,5,11
CCCOC1CCCN(Cc2nc(-c3cnccn3)no2)C1 (centres undefined),12,0.8,6,0.1,103,100,-1,20,10,9
O=C(Nn1c(-c2ccccc2)nc2ccccc2c1=O)C1CCC1,-3,0.8,10,0.0,111,94,6,18,15,-10
CC(C)OCCCNC(=O)c1sc(=S)n(C)c1N,8,0.8,-2,-0.4,108,107,-7,18,6,-2
Oc1c(N=Nc2ccccn2)ccc2ccccc12,82*,0.7,13,0.2,97,106,-7,30,12,15
CC(C)N(C(C)C)S(=O)(=O)c1ccc(Cl)nc1,3,1,-4,0.1,103,106,-9,2,7,5
COc1ccc(-c2cc(C(=O)Nc3c(C)nn(Cc4ccc(Cl)cc4)c3C)no2)cc1,-8,1,-8,0.1,94,95,6,2,0,6
CC/C(=N\O)c1ccc(O)c(OC)c1,18,0.9,3,-0.2,95,95,5,8,-2,12
CCOc1ccc(C(=O)NC(=S)Nc2ncccc2C)cc1[N+](=O)[O-],-19,0.9,9,-0.5,94,97,3,9,-21,8
O=C(CSc1ncccc1C(=O)O)NCCC1=CCCCC1,-6,0.9,3,-0.2,99,101,-1,11,6,4
Clc1ccc(CSc2nnc(-c3ccncc3)o2)c(Cl)c1,7,0.8,0,-0.1,91,102,-2,17,8,13
S=C(NCC1CCCO1)NC12CC3CC(CC(C3)C1)C2 (centres undefined),-5,0.9,-4,-0.2,99,95,5,12,7,2
CC(=O)N1CCC(N(C(=O)Nc2ccc(C)c(C)c2)C2CCCC2)CC1,-10,0.9,-3,-0.1,106,102,-3,12,-16,-3
CCN(CCO)C(=S)Nc1cc(C(=O)OC)ccc1C(=O)OC,28,0.9,0,-0.4,99,97,6,10,2,-2
Cc1ccc(CC2SC(=O)NC2=O)cc1Cl (centres undefined),10,0.9,-4,-0.2,99,94,8,14,13,5
Cc1ccc2nc3c(cc(C(=O)NCc4ccco4)c(=N)n3Cc3ccco3)c(=O)n2c1,-13,·,-5,-0.4,88,101,-1,·,5,16
CC(Sc1ccccn1)C(=O)Nc1ccc(S(N)(=O)=O)cc1 (centres undefined),·,0.8,6,0.0,98,100,-3,15,10,3
Cc1cccc(N/C=C/c2onc(C)c2[N+](=O)[O-])c1,-16,1,12,0.1,115,155*,-57,1,2,-18
Cc1ccc2cc(C#N)c(N3CCCC3)nc2c1C,-6,0.8,-7,0.0,140*,104,-8,16,-38,-46
O=C1N(Cc2cccc(Cl)c2)C[C@@H]2C[C@@H](c3cccn3-c3cccnc3)N3CCC[C@@]123,16,1,7,-0.4,96,93,7,-4,6,6
CCC(C)N(CC(=O)NCc1ccc(OC)cc1)C(=O)c1csnn1 (centres undefined),-2,0.8,-7,-0.3,108,99,1,16,-2,1
O=C(CN1C(=O)NC(c2ccccc2)(c2ccccc2)C1=O)c1c[nH]c2ccccc12,6,0.9,-17,-0.3,112,101,-2,6,9,-7
CCC(=O)n1nc(-c2ccccc2)nc1NCc1ccccc1,-30,0.9,-6,-0.1,111,114,-15,13,-16,-11
COc1ccc(C(C)=O)cc1COC(=O)CNC(=O)c1ccc(F)cc1,24,1,-7,-0.4,102,94,7,4,2,-2
Cc1nccn1CC(O)COC1CCCCC1 (centres undefined),10,0.9,1,-0.1,99,107,-8,12,-3,1
C(=N\N1CCN(c2ccccn2)CC1)/C1=C(N2CCOCC2)C(=C/c2ccccc2)/CC1,14,1,-1,0.0,101,103,-7,4,14,3
Cc1cccc(N=CC=C2OC(C)(C)C(C)(C)O2)c1,-1,1,3,0.1,101,108,-10,0,0,-2
CCCNC(=S)N1CCC(NC(=O)C23CC4CC(CC(C4)C2)C3)CC1,-9,0.9,9,-0.7,95,96,5,11,7,9
Oc1ccc(Cl)cc1CNc1ccc(Br)cn1,-59,1,2,-0.2,105,103,-4,4,9,-3
O=C(Nc1ccccc1F)c1ccco1,-13,0.9,6,-0.2,98,103,-5,7,4,4
CCN1CCN(C(=S)Nc2ccccc2Cl)CC1,3,1,6,-0.3,99,96,4,5,-4,9
CCCCn1c(CN2CCN(C(=O)OCC)CC2)nc2c1c(=O)n(C)c(=O)n2C,0,1,2,-0.5,104,96,2,-3,11,-1
Cc1cc(C)n(CCNC(=O)CC2C(=O)NCCN2Cc2ccccc2C(F)(F)F)n1 (centres undefined),8,0.8,-7,-0.2,109,98,1,24,11,-5
O=C(Nc1ccc(Cc2ccncc2)cc1)C1CCC(N2C(=O)C3C4C=CC(C5CC45)C3C2=O)CC1 (centres undefined),3,0.9,-11,-0.3,68,88,13,9,6,42
CCC(CC)c1nnc(NC(=O)/C=C/c2ccco2)s1,-10,1,0,-0.2,100,108,-9,-2,-12,0
COc1ccc(NC(=O)Cc2c(C(=O)O)n(C)c3ccccc23)cc1OC,-3,1,6,-0.4,103,97,3,4,6,8
CNC(=O)c1ccccc1NC(=O)C1CC(=O)N(c2ccc(OC)cc2)C1 (centres undefined),15,1.1,0,0.1,101,103,-4,-14,9,5
CN1CCCN(c2ccc([N+](=O)[O-])cc2)CC1,-12,1,-27,-0.1,107,102,-4,4,3,-5
O=C(c1ccco1)N1N=C(c2cccs2)CC1c1ccc(F)cc1 (centres undefined),-4,1,1,-0.1,94,95,5,-3,9,12
CCc1cc(C(c2ccccc2OC)N2CCOCC2)c(NC(=O)c2ccccc2)s1 (centres undefined),2,0.8,-5,-0.2,100,100,-1,19,1,7
O=C(COc1ccc(-c2ccccc2)cc1)N1CCN(C(=O)c2cccs2)CC1,10,·,13,-0.3,103,95,4,·,8,-2
O=C1CCSc2ccc(Cl)cc2N1Cc1ccccc1,4,0.9,-18,-0.1,99,104,-1,14,0,11
Cc1nc2ccccc2c2oc(C(=O)N3CCC(N4CCCCC4)CC3)cc12,1,1.2,4,-0.3,88,88,14,-20,-28,16
CCn1cc(CNc2nc3nonc3nc2N2CCCCC2)cn1,-10,1.1,-3,0.3,103,107,-8,-8,11,9
Cc1ccc(NC(=O)CCCCCNS(=O)(=O)c2ccc(C)cc2)cc1,-16,0.9,-14,-0.2,105,102,-2,12,-5,-1
COc1ccc(/C=C/C(=O)c2ccc(Cl)s2)cc1O,-46,0.5,0,0.4,100,101,-2,49,3,7
CC(=Nc1cc(C(=O)c2ccccc2)ccc1N)C1=C(O)CC(C)(C)CC1=O,-50,1,-4,0.0,90,111,-12,0,2,14
CCOC(=O)c1c(NC(=O)Cn2cnc([N+](=O)[O-])n2)sc(C)c1C,30,1,-7,-0.1,101,101,-3,1,-2,1
O=C(NC1CC2CCCC(C1)N2C(=O)NCc1ccccc1)C1CC1 (centres undefined),2,0.9,-7,-0.3,88,97,4,11,11,20
Cc1cc2c(c(=O)n1CCN(C)C)C(c1ccccc1Br)C(C#N)=C(N)O2 (centres undefined),3,1,-4,0.0,96,108,-9,0,6,8
COc1cc(/C=C/C(=O)OCC(=O)NCCc2ccccc2)cc(OC)c1OC,-5,0.9,-4,0.1,93,103,-5,12,0,14
O=C1C(=Cc2ccco2)C(=O)c2ccccc21,-17,0.8,-8,-0.2,111,101,-1,24,4,-15
CCC(C)NC(=O)CNS(=O)(=O)c1ccc(C)cc1 (centres undefined),4,1,-12,-0.2,100,106,-2,-3,1,2
CCOC(=O)C1(Cc2cccc(F)c2)CCN(C(=O)Cc2cccnc2)CC1,-4,1,-20,-0.1,107,95,4,1,4,-2
CCOc1ccc(/C=C(\C#N)C(=O)NCC2CCCO2)cc1OCC (centres undefined),18,1,1,-0.3,85,92,9,4,6,19
O=C(CSc1ncccn1)Nc1ccc(N2CCOCC2)cc1,23,0.9,-2,-0.4,99,94,7,7,11,9
Cc1ccccc1C(=O)Oc1cccc(Nc2ncnc3ccccc23)c1,-23,·,-3,0.0,43,78,24,·,·,67*
Cc1cc(C)n(-c2nnc(N3CCN(c4ccc(F)cc4)CC3)nn2)n1,5,0.5,10,-0.2,93,97,1,53*,2,10
# Next section
SMILES,APP transl inh,Diaph act CS,TLR4 MyD88 comp,Hsp70 activator,STAT3 activator,STAT1 act,STAT1 inh,Diaph inh CS,G6PDH counter,STAT3 inh
CCn1c(SCc2ccc([N+](=O)[O-])cc2)nnc1C(C)NC(=O)c1ccccc1Br (centres undefined),8,0.9,-1,0.2,98,94,6,8,2,7
Cc1ccc2cc(CN(CC3CCCO3)S(=O)(=O)c3ccc4c(c3)OCCO4)c(=O)[nH]c2c1C (centres undefined),0,·,-1,-0.3,92,96,5,·,·,12
CCCn1c(/C=C/c2ccccc2)nc2ccccc21,-123,1,0,-0.1,112,144*,-50,0,4,-9
CCOC(=O)COc1ccc(S(=O)(=O)N2CCN(c3ccccc3F)CC2)cc1,-9,0.8,6,-0.2,109,99,1,18,10,-7
COc1ccccc1-n1c(C)c2c(OC)cccc(=O)c2c1C,6,0.8,10,-0.4,91,92,9,24,8,9

# Quoted from the listing.
# COc1ccccc1-n1c(C)c2c(OC)cccc(=O)c2c1C in APP transl inh is listed with 6
# CCn1c(SCc2ccc([N+](=O)[O-])cc2)nnc1C(C)NC(=O)c1ccccc1Br (centres undefined) in STAT1 act is listed with 94
# CCCn1c(/C=C/c2ccccc2)nc2ccccc21 in G6PDH counter is listed with 4
# Cc1ccc2cc(CN(CC3CCCO3)S(=O)(=O)c3ccc4c(c3)OCCO4)c(=O)[nH]c2c1C (centres undefined) in APP transl inh is listed with 0

# A second format for some results above:
CCCn1c(/C=C/c2ccccc2)nc2ccccc21
  APP transl inh = -123
  Diaph act CS = 1
  TLR4 MyD88 comp = 0
  Hsp70 activator = -0.1
  STAT3 activator = 112
  STAT1 act = 144*
  STAT1 inh = -50
  Diaph inh CS = 0
  G6PDH counter = 4
  STAT3 inh = -9

CCOC(=O)COc1ccc(S(=O)(=O)N2CCN(c3ccccc3F)CC2)cc1
  APP transl inh = -9
  Diaph act CS = 0.8
  TLR4 MyD88 comp = 6
  Hsp70 activator = -0.2
  STAT3 activator = 109
  STAT1 act = 99
  STAT1 inh = 1
  Diaph inh CS = 18
  G6PDH counter = 10
  STAT3 inh = -7

COc1ccccc1-n1c(C)c2c(OC)cccc(=O)c2c1C
  APP transl inh = 6
  Diaph act CS = 0.8
  TLR4 MyD88 comp = 10
  Hsp70 activator = -0.4
  STAT3 activator = 91
  STAT1 act = 92
  STAT1 inh = 9
  Diaph inh CS = 24
  G6PDH counter = 8
  STAT3 inh = 9

# An unsorted share of the library; any-hit rate near 6.1%.
